Mdm2 MdmX PPI = inhibitors of human Mdm2-MdmX association, primary screen, cell-based, luminescence, split luciferase, SaOS-2, uHTS; 3% of 330,000 active; SaOS-2 split-luciferase Mdm2/MdmX complementation; inhibition, % at 8 µM; Protein Mdm4 (Homo sapiens) + E3 ubiquitin-protein ligase Mdm2 (Homo sapiens), …;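 active means inhibition of at least 50% at 8 µM in the primary screen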
Jurkat NFkB inh = inhibitors of induced NF-kB luciferase reporter, primary screen, TCR NF-kB activation inhibitor project, cell-based, luminescence, uHTS | Jurkat, PMA/ionomycin-induced NF-kB luciferase reporter | inhibition, % at 4 µM | 0.53% of 330,000 active | AID 435003, 2010; in the data active means inhibition above about 50%
CCR6 antag = CCR6 receptor antagonists, primary screen, cell-based, CHO-K1, luminescence, beta-arrestin, uHTS. C-C chemokine receptor type 6 (Homo sapiens), P51684. CHO-K1 CCR6 PathHunter beta-arrestin, CCL20-stimulated. inhibition, % at 20 µM. 0.49% of 340,000 active. AID 493098, 2011;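 active means compounds whose inhibition of the agonist-driven luminescence signal at 20 µM reaches about 50%, limit read from the data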;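 further: cells stimulated with CCL20 at 14 nM final; plate controls were DMSO with CCL20 for no effect and DMSO without agonist for full effect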
Target sequence (P51684 whole entry, looked up): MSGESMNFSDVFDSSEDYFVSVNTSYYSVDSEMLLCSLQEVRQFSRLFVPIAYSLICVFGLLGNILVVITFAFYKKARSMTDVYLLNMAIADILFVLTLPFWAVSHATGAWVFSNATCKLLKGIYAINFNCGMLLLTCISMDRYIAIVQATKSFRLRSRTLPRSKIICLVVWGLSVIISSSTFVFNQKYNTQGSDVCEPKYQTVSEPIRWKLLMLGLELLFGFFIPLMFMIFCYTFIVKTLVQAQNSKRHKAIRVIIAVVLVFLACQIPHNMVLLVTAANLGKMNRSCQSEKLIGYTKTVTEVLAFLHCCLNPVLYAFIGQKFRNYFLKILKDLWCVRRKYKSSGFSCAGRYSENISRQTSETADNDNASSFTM
697 NFkB inh = inhibitors of PMA/ionomycin-induced NF-kB reporter, 697 cells, primary screen, B-cell NF-kB inhibitor project, cell-based, luminescence, uHTS | 697 B-cell NF-kB luciferase reporter, 16 h | inhibition, % at 4 µM | 0.33% of 330,000 active; in the data active means inhibition above about 35%
EBI2 antag = EBI2 receptor antagonists, beta-arrestin recruitment, primary screen, cell-based, luminescence, 7a,25-OHC stimulation, uHTS; G-protein coupled receptor 183 (Homo sapiens), P32249; 7a,25-OHC stimulated; inhibition, % at 5 µM; 0.81% of 360,000 active; AID 651636, 2012; in the data active means inhibition above about 38%;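 further: enzyme fragment complementation signal reports receptor beta-arrestin coupling in cells; 0% = agonist plus DMSO wells and 100% = wells without agonist; some results beyond the cut were filed as inactive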
CXCR6 block = CXCR6 receptor inhibitors, primary screen, cell-based, beta-arrestin, luminescence, CHO-K1 PathHunter, 1536-well; C-X-C chemokine receptor type 6 (Homo sapiens), O00574; inhibition, % at 20 µM; 0.36% of 360,000 active; AID 602244, 2012; in the data active means inhibition above about 34%, passing the limit was not always enough;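 further: antagonist mode with CXCL16 agonist at 10 nM final; 0% = 10 nM CXCL16 with DMSO and 100% = unstimulated wells without agonist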
Target sequence (O00574 whole entry, looked up): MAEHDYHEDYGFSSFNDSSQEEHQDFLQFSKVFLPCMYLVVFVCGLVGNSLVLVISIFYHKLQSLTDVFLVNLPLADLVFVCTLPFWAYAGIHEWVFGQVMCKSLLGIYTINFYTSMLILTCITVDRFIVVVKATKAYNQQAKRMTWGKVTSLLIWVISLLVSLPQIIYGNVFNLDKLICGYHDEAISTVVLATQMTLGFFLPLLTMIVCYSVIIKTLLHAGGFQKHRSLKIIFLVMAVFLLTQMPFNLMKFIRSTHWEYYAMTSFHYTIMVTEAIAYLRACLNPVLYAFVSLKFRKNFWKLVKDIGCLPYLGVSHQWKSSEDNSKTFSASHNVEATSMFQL
Gli-Sufu block = Gli-Sufu pathway antagonists, primary screen, luciferase luminescence, Sufu-KO-LIGHT cells, uHTS; Sufu-KO-LIGHT fibroblasts, Gli luciferase reporter luminescence; inhibition, % at 5 µM; 0.74% of 340,000 active; AID 588413, 2011;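 active means inhibition above about 55%, limit read from the data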;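 further: 0% = DMSO-treated cells and 100% = wells with medium but no cells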
XBP1 UPR activ = activators of adaptive XBP1 UPR arm, primary screen, cell-based, CHO-XBP1 luciferase reporter, luminescence, uHTS; IRE1-XBP1 UPR activation; percent of tunicamycin response, DMSO as zero; activation, % at 20 µM; 0.33% of 330,000 active; AID 463104, 2010;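 active means versus positive control, 20 µM dose yields 30% or more activation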;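 further: 100% = tunicamycin at 10 µg/mL and 0% = DMSO only wells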
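Material: CHO cell line with stable XBP1 luciferase reporter; schedule: 16-18 h cell attachment at 37 °C, then 6 h compound exposure; signal: glow luminescence from Steady-Glo reagent; medium: serum-containing F12 medium, 10% FBS; benchmarks: tunicamycin 10 µg/mL and vehicle-only wells; read-out: percent activation relative to tunicamycin reference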
UPR CHOP act = activators of apoptotic CHOP UPR arm, primary screen, cell-based, CHO-CHOP luciferase reporter, luminescence, uHTS | UPR activation; percent of tunicamycin response over DMSO baseline | activation, % at 10 µM | 0.34% of 330,000 active;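 active means at 10 µM dose, activation of 40% or more, normalized to positive control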;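 further: 100% = tunicamycin at 10 µg/mL and 0% = DMSO alone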
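assay system = CHO CHOP reporter cells | amount = 500 CHO-CHOP cells per well | buffer or medium = F12 with 10% FBS | incubation = 16-18 h cell attachment, then 6 h compound exposure, 37 °C | detection = luminescence read with Steady-Glo | read-out = percent activation relative to tunicamycin control | controls = tunicamycin high control, DMSO low control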
An asterisk follows results filed as active; . = not tested or not shown.

SMILES | Mdm2 MdmX PPI | Jurkat NFkB inh | CCR6 antag | 697 NFkB inh | EBI2 antag | CXCR6 block | Gli-Sufu block | XBP1 UPR activ | UPR CHOP act
CCOC(=O)Nc1ccc(OCc2nnc3c4ccccc4c(C)nn23)cc1 | 8 | 13 | -1 | 12 | -3 | 2 | 7 | 7 | 0.8
O=C(CNCc1cccnc1)Nc1cc(C(F)(F)F)ccc1N1CCOCC1 | -34 | 1 | 10 | -29 | -6 | 2 | 11 | -3 | -0.4
COc1ccc(-c2c(C#Cc3ccsc3)c3cc(Br)ccc3n2C)cc1 | 0 | -28 | 1 | -2 | -4 | -1 | 3 | 0 | -1.4
O=C(Nc1ccc(S(=O)(=O)N2CCOCC2)cc1)C1CC(=O)N(c2ccc(F)cc2)C1 (stereo unspecified) | 9 | 16 | 13 | 23 | -1 | -10 | -39 | -4 | -1.4
CCOc1cc(CN2CCCCC2)ccc1OC | -5 | -5 | 9 | 10 | -14 | 6 | 8 | -2 | -0.6
COc1ccc(C(=O)c2c[nH]c(C(=O)NCC3CCCO3)c2)cc1 (stereo unspecified) | -8 | -39 | -5 | -22 | 5 | -1 | -13 | 1 | -13
CCOC(=O)CSC1=Nc2ccccc2C2=NC(CC(=O)NCc3ccc(OC)cc3)C(=O)N12 (stereo unspecified) | 14 | -5 | -6 | -16 | -5 | 5 | 2 | 2 | -0.1
COc1ccc(S(=O)(=O)NC(C)C(=O)N2CCCC2)cc1C (stereo unspecified) | 0 | -3 | -8 | 8 | -12 | -3 | -8 | -5 | -0.5
COc1ccc(-n2c(Cn3nc(C(F)(F)F)cc3C)n[nH]c2=S)cc1 | -76 | -17 | -10 | -5 | -4 | 4 | 0 | -1 | -0.3
CCOc1ccc(S(=O)(=O)N(CC(=O)NN=C2CCN(C)CC2)c2ccc(C)cc2)cc1 | 0 | 7 | -6 | 18 | 2 | -14 | -5 | -1 | 1.7
O=C(c1ccc(-n2cccn2)cc1)N1CCc2ccccc2C1 | -4 | -8 | -1 | -3 | 11 | 3 | -3 | 3 | 4.2
CN1CCN(S(=O)(=O)c2ccc(N3CCN(S(=O)(=O)c4cccs4)CC3)nc2)CC1 | 33 | 9 | 3 | -15 | -15 | -13 | 2 | -2 | -0.3
Cc1cccc(OCC(=O)NNC(=O)CCc2ccccc2)c1 | . | . | 4 | . | -1 | -1 | 3 | . | .
CN(c1ccc(Br)cc1)S(=O)(=O)c1ccc2[nH]cc(C(=O)NCCN3CCOCC3)c(=O)c2c1 | 8 | -16 | 4 | -3 | 5 | -6 | -9 | -3 | -2.6
CCOc1ccc(CCNC(=O)CCC(=O)N2CCOc3ccccc32)cc1OCC | 16 | -1 | 6 | 15 | 2 | 7 | 6 | -2 | 0.1
Cc1ccc(-n2[nH]c(C)c(/C=N/c3ccccn3)c2=O)cc1 | 1 | 7 | 6 | 2 | 2 | 2 | 2 | 2 | 2.1
CC(C)CCn1c(=O)c2ccccc2n2c(CCl)nnc12 | 22 | 5 | 13 | 11 | 3 | 12 | -5 | -6 | 11
CCc1cc2cc(C)cc(C)c2nc1Cl | 17 | 1 | 5 | 1 | -2 | -11 | 1 | 0 | -1.6
NC(=O)CC(NC(=O)c1ccccc1)c1ccc(NCCCN2CCCC2=O)c([N+](=O)[O-])c1 (stereo unspecified) | -8 | 10 | 9 | 20 | -13 | -13 | -12 | 0 | -1.0
CCOC(=O)c1ccc(N2C(=O)CC(N3CCOCC3)C2=O)cc1 (stereo unspecified) | 6 | -4 | -6 | 9 | 0 | 2 | -1 | 0 | -1.1
COc1ccc(COC(=O)N/N=C(\C)CC(=O)NCc2ccc(Cl)cc2)cc1 | -15 | -4 | -6 | 10 | 4 | 2 | -4 | 0 | 0.9
CC(=O)OC1c2c(ccc3ccc(=O)oc23)OC(C)(C)C1OC(=O)CC(C)C (stereo unspecified) | 4 | 3 | 7 | -24 | 4 | 10 | 8 | 4 | 0.2
COc1ccc(N=C2SC(C(=O)Nc3ccc(OC)cc3)CC(=O)N2CCN2CCOCC2)cc1 (stereo unspecified) | -4 | 1 | 9 | 4 | -4 | 1 | -1 | -1 | -1.9
COc1ccccc1N(C(=O)CNC(=O)c1ccco1)C(C(=O)NC1CCCC1)c1ccncc1 (stereo unspecified) | 5 | 1 | -4 | 20 | 0 | 3 | 2 | -2 | 1.7
CCO[C@@H]1c2c(ccc3ccc(=O)oc23)OC(C)(C)[C@@H]1O | 26 | 6 | 5 | 9 | -1 | -5 | -11 | 0 | -0.3
O=C(N/N=C/c1ccc(-c2ccccc2[N+](=O)[O-])o1)[C@H]1C[C@@H]1c1ccccc1 | 9 | 14 | 7 | 8 | 3 | -15 | -8 | 1 | 1.1
NC(=O)/C(=N\O)c1ccccc1 | 25 | -3 | 6 | 14 | 2 | 7 | -6 | 1 | 1.8
Cc1ccc(OCCn2cc(/C=C(\C#N)C(=O)NCC3CCCO3)c3ccccc32)cc1C (stereo unspecified) | 32 | -21 | 13 | -3 | 26 | 5 | 4 | -2 | -1.9
CCCn1cnc2c(SCc3ccccn3)nc(N)nc21 | . | . | 7 | . | -4 | -2 | 0 | . | .
Nc1nnnn1CC(=O)N/N=C/c1ccccn1 | -10 | 9 | 9 | -8 | -8 | -9 | 2 | 2 | 3.4
O=C1CN(C(=O)CSc2nc(-c3ccc(Cl)cc3)cs2)c2ccccc2N1 | 15 | 2 | -7 | 4 | 22 | -3 | -34 | 1 | 0.1
COc1ccc(NC(=O)c2ccco2)cc1NC(=O)COc1ccccc1[N+](=O)[O-] | 78* | 3 | -11 | -3 | 8 | -7 | 17 | -3 | 0.8
CC(C)Oc1ccc(CCc2nnc(SCC(=O)O)n2-c2ccccc2)cc1 | 8 | -1 | -2 | 14 | 5 | 4 | 3 | -1 | 2.0
O=C(Cn1cnc2c(cnn2-c2ccc(F)cc2)c1=O)N1CCN(c2ccccc2)CC1 | . | . | 6 | . | -1 | 4 | -11 | . | .
COc1ccc(-c2nc(C#N)c(NCCCN(C)C)o2)cc1OC | 8 | -46 | 2 | -7 | -2 | 5 | -3 | 0 | -2.3
COC(=O)C(C)Sc1ncnc2c1nnn2-c1ccc(F)cc1 (stereo unspecified) | -13 | -1 | 41 | -46 | 1 | 30 | -79 | 0 | 9.9
C[C@@H]1CN([C@@H](C)CO)C(=O)Cc2cc(NC(=O)Nc3cccc4ccccc34)ccc2O[C@@H]1CN(C)Cc1ccc(C(F)(F)F)cc1 | 65* | 10 | -18 | 20 | -1 | -12 | -1 | 4 | 8.4
COCOc1ccc(-c2cc(=O)c3c(O)cc(OCOC)cc3o2)cc1 | -16 | 6 | 6 | -11 | 4 | -3 | -49 | 8 | 4.4
COc1ccc(N=C2C(=Nc3ccc(OC)cc3)N(c3ccc(OC)cc3)C(=S)N2C)cc1 | 8 | 0 | 24 | 5 | 25 | 10 | 3 | -3 | -1.6
Cc1c(C(=O)N2CCN(C(=O)c3ccco3)CC2)sc2nc(-c3ccc(F)cc3)cn12 | 21 | -2 | 1 | 16 | -2 | 0 | 1 | -3 | 0.0
O=C(CSc1ncccc1C(=O)O)c1cccc(C(F)(F)F)c1 | -25 | -33 | -4 | -4 | 3 | 0 | -18 | -1 | 2.2
Cc1cnc(C(=O)Nc2ccc(C(C)C)cc2)cn1 | -86 | -108 | 8 | -97 | -4 | 2 | -105 | 0 | 3.1
CCOc1ccccc1NC(=O)CCC(=O)Nc1ccccc1OCC | -10 | -4 | -1 | -14 | 2 | 0 | -5 | 1 | -2.4
CCOc1cc(NC(=O)c2ccccn2)c(OCC)cc1NC(=O)c1ccc(Cl)cc1 | 56* | 16 | 9 | -16 | 10 | 9 | 13 | 0 | 2.0
N#Cc1nc(-c2ccc(Cl)cc2)oc1N1CCCCC1 | 10 | -7 | 14 | -6 | 7 | -3 | 1 | -1 | -1.0
O=C(NCc1ccncc1)C(=O)NCC1OCCN1S(=O)(=O)c1ccc(F)cc1 (stereo unspecified) | 12 | -8 | 6 | 13 | -9 | -2 | 1 | -3 | -1.0
CCN(CC)S(=O)(=O)c1ccc(C)c(NC(=O)COc2ccc(Cl)cc2Br)c1 | 31 | -4 | 6 | -40 | -31 | 16 | 0 | 3 | 6.3
O=C(COC(=O)Cn1cc(C(F)(F)F)ccc1=O)Nc1ccc(Br)cc1F | 6 | -1 | 6 | 7 | -3 | -2 | -6 | -2 | -1.3
COc1ccc(Cl)cc1NC(=O)CN1CCC(n2nnc3cc(C)ccc32)CC1 | 25 | -15 | 24 | -42 | 23 | 12 | 12 | -4 | 0.6

Entries above containing a Cl atom (8):
SMILES | Mdm2 MdmX PPI | Jurkat NFkB inh | CCR6 antag | 697 NFkB inh | EBI2 antag | CXCR6 block | Gli-Sufu block | XBP1 UPR activ | UPR CHOP act
CC(C)CCn1c(=O)c2ccccc2n2c(CCl)nnc12 | 22 | 5 | 13 | 11 | 3 | 12 | -5 | -6 | 11
CCc1cc2cc(C)cc(C)c2nc1Cl | 17 | 1 | 5 | 1 | -2 | -11 | 1 | 0 | -1.6
COc1ccc(COC(=O)N/N=C(\C)CC(=O)NCc2ccc(Cl)cc2)cc1 | -15 | -4 | -6 | 10 | 4 | 2 | -4 | 0 | 0.9
O=C1CN(C(=O)CSc2nc(-c3ccc(Cl)cc3)cs2)c2ccccc2N1 | 15 | 2 | -7 | 4 | 22 | -3 | -34 | 1 | 0.1
CCOc1cc(NC(=O)c2ccccn2)c(OCC)cc1NC(=O)c1ccc(Cl)cc1 | 56* | 16 | 9 | -16 | 10 | 9 | 13 | 0 | 2.0
N#Cc1nc(-c2ccc(Cl)cc2)oc1N1CCCCC1 | 10 | -7 | 14 | -6 | 7 | -3 | 1 | -1 | -1.0
CCN(CC)S(=O)(=O)c1ccc(C)c(NC(=O)COc2ccc(Cl)cc2Br)c1 | 31 | -4 | 6 | -40 | -31 | 16 | 0 | 3 | 6.3
COc1ccc(Cl)cc1NC(=O)CN1CCC(n2nnc3cc(C)ccc32)CC1 | 25 | -15 | 24 | -42 | 23 | 12 | 12 | -4 | 0.6

Assay outcomes (PubChem BioAssay)

The order is random; overall some 5% were active at least once.
